CaV13 ICDI inh: Primary screen for inhibitors of IQ motif and Ca2+-dependent inactivation inhibitor domain binding in CACNA1D, Förster resonance energy transfer in living cells, …; HEK cells, CFP/YFP FRET ICDI-IQ, plate reader, 10 min; percent FRET-ratio fall versus neutral wells; inhibition, % at 12.3 µM; hit rate 0.098% among 340,000;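 active = mean replicate inhibition of at least 30% and at least 1% of replicates passing that level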;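 also: 0% = median of the neutral control wells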
H9c2 protect: cardioprotection against H2O2-induced cell death, primary screen, uHTS, H9c2 cells, ATPLite luminescence; H9c2 cardiomyocytes, H2O2 injury protection, 2 h; protection from H2O2 cell death, % at 20 µM; hit rate 0.63% among 360,000; AID 588492, 2011;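 active = compounds giving at least 50% protection of heart cells from peroxide-induced death in the single-dose screen, raw or plate-pattern-corrected value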;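 also: 0% = DMSO wells with peroxide and 100% = DMSO wells without peroxide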
Vif imaging: HIV Vif self-association inhibitors, primary screen, imaging, HEK293T, single point. HEK293T cells, Vif self-association by quenched fluorescence, 24 h. inhibition, % at 7.49 µM. AID 602346, 2012. hit rate 0.35% among 340,000; in the data active = inhibition above about 50%, passing the limit was not always enough; also: some results filed as inactive read as strong as hits
ABCB6 inh MLPCN: ABCB6 transporter inhibitors, primary screen, K562-ABCB6 cells, flow cytometry, MLPCN library. AID 602162, 2011. ATP-binding cassette sub-family B member 6 (Homo sapiens), Q9NP58. K562-ABCB6 porphyrin accumulation, 1 h; stronger effect = lower value. hit rate 0.19% among 360,000. fluorescence ratio to DMSO, % at 10 µM;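 active = fluorescence ratio to DMSO below 75%, the collection mean minus 3 SD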;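 also: signal is porphyrin accumulated inside mitochondria; 100% equals median channel fluorescence of DMSO control wells; lower ratio means ABCB6 inhibition with less porphyrin fluorescence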
MC4R antag cAMP: MC4R antagonists of cAMP signaling, primary screen, cell-based, TR-FRET, antagonist arm of biased-ligand search; Melanocortin receptor 4 (Homo sapiens), P32245; inhibition, % at 6.5 µM; AID 540295, 2011; MC4R-expressing cells, MTII-stimulated cAMP, LANCE TR-FRET; hit rate 0.48% among 360,000;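 active = inhibition above its plate's cutoff, the mean of tested wells on that plate plus 3 SD, cut at about 29% in these data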;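 also: 0% = Melanotan II alone and 100% = Melanotan II plus saturating MCL0020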
Target sequence (P32245 whole entry, looked up): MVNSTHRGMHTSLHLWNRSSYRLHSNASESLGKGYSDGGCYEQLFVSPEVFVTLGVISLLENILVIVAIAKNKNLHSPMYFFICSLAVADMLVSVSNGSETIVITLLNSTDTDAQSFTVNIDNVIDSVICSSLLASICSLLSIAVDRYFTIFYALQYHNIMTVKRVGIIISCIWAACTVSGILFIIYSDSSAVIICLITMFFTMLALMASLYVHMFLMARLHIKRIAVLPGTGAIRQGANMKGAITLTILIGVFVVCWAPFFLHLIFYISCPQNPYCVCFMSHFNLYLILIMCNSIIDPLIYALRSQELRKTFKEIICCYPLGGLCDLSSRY
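Material – human MC4R-expressing U2OS cells · Repeats – no replicates · Detection – TR-FRET with Eu-cAMP and labeled anti-cAMP, 671 nm · Times – compound 30 min, challenge 1 h, detection 1 h · Compound – single nominal compound dose of 6.5 µM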
PDI turbidity: inhibitors of human PDI, primary screen, biochemical, turbidity, single point, plate reader. hit rate 0.052% among 350,000. inhibition, % at 10 µM. PDI insulin aggregation turbidity, A650, 90 min. Protein disulfide-isomerase (Homo sapiens), P07237;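 active = mean inhibition across replicates of 30% or more, whatever share of single replicates reach that level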;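 also: absorbance from insulin aggregation driven by PDI reduction with DTT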
m5-HT2A agonist: mouse Htr2a agonists via beta-arrestin recruitment, primary screen, cell-based, luminescence. 5-hydroxytryptamine receptor 2A (Mus musculus), P35363. CHO-K1 mHTR2A beta-arrestin complementation; percent of 30 µM serotonin response. activation, % at 7.6 µM. hit rate 0.66% among 360,000. AID 624169, 2012;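 active = activation above a run cutoff, the mean activation of all tested compounds plus 3 SD, cut at about 14% in these data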;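 also: 0% = plate median of compound wells and 100% = 30 µM serotonin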
Target sequence (P35363 whole entry, looked up): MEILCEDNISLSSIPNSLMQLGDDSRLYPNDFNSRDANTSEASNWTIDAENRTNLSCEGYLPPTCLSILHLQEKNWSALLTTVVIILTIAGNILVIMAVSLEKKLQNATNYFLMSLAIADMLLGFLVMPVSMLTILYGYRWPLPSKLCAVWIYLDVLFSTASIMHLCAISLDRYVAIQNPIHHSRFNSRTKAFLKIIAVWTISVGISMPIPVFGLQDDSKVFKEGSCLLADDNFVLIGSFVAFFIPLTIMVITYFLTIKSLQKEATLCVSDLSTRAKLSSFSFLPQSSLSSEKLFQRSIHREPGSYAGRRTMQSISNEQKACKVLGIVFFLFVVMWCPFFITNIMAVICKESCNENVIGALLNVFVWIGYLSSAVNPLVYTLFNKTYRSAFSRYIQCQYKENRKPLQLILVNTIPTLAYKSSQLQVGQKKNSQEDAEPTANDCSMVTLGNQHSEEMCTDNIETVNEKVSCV
N-glyco inh: increase of ERlucT glycosylation luciferase signal, primary screen, N-linked glycosylation inhibitor project, D54 ERlucT cells, luminescence, set 2; D54 ERlucT glycosylation luciferase reporter, 24 h; percent of 100 nM tunicamycin response; reporter increase, % at 12.5 µM; hit rate 0.23% among 360,000;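 active = mean luciferase reporter signal, scaled so untreated is 0 and the glycosylation-blocking control 100, at or above a set limit in every replicate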;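 also: luciferase carries N-glycosylation sites so blocking glycosylation raises the light; 0% = median of neutral control wells and 100% = median of 100 nM tunicamycin wells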
aDG glyco act: activators of alpha-DG glycosylation, primary screen, uHTS, Pro5-aDG cells, AlphaScreen. alpha-DG glycosylation AlphaScreen (IIH6); 0% Pro5, 100% B10-LARGE cell signal. activation, % at 10 µM. hit rate 0.22% among 360,000. AID 624168, 2012;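 active = activation of at least 8% versus controls, or a plate z-score of at least 8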;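 also: Pro5 are CHO cells carrying HIG-tagged alpha-DG that lacks glycosylation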
MC4R ag barr: MC4R agonists recruiting beta-arrestin, primary screen, cell-based, luminescence, agonist arm of biased-ligand search. Melanocortin receptor 4 (Homo sapiens), P32245. U2OS MC4R beta-arrestin complementation; percent of melanotan II response, DMSO zero. activation, % at 8.9 µM. hit rate 0.98% among 360,000. AID 540308, 2011;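 active = activation above a per-plate cutoff, the mean activation of sample wells on that plate plus 3 SD, cut at about 8% in these data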
Active calls of the source: *; i = inactive; . = no result given; & = joins results of further samples. Hits appear at their usual frequency; about 3.6% have a hit in one of these screens.

SMILES	CaV13 ICDI inh	H9c2 protect	Vif imaging	ABCB6 inh MLPCN	MC4R antag cAMP	PDI turbidity	m5-HT2A agonist	N-glyco inh	aDG glyco act	MC4R ag barr
Cc1nn(-c2ccccc2)c2nc(-c3ccccc3)cc(C(=O)N3CCOCC3)c12	8	20	-1	93	-2	2	-3	3	0.1	-1.6
Cc1nnc(NC(=O)c2cc(S(=O)(=O)N(C)C)ccc2N2CCCC2)s1	-5	10	-2	96	-2	-7	3	19	-0.1	-3.8
Nc1cc2c(cc1Br)-c1ccccc1C2=NO	-6	-12	-20	93	6	0	8	-2	1.7	3.4
Cc1cc(C)c(CN2CCN(C(=O)Cn3cnc4c(NCc5ccccc5)ncnc43)CC2)c(C)c1	-6	-28	-11	92	1	3	22*	-5	0.8	2.4
Oc1ccc(Br)cc1-c1n[nH]c(=S)n1Cc1ccccc1	-20	-1	-3	88	6	5	0	2	0.1	0.3
O=Cc1ccccc1Oc1nc(N2CCOCC2)nc(N2CCOCC2)n1	7	13	8	100	10	-6	-1	5	-0.2	1.1
CC(C)(C)NC(=O)c1cccc2c1C(=O)c1ccccc1-2	-19	0	7	97	2	-3	4	-1	-0.1	-0.9
Cc1cc(C)c(C)c(S(=O)(=O)NCCCn2ccnc2)c1C	-3	3	-5	95	10	-2	-1	1	0.1	-0.5
Cc1cc(Cl)ccc1OCCCC(=O)OCC(N)=O	6	8	-3	96	1	-2	-1	1	0.0	-0.9
O=S(=O)(c1ccccc1)c1cnn2c(C(F)(F)F)cc(-c3ccc(F)cc3)nc12	-5	-10	0	98	1	2	-13	-2	0.1	3.6
O=C(OCc1cccc(C(F)(F)F)c1)c1cc([N+](=O)[O-])ccc1N1CCOCC1	-1	-4	4	96	3	-7	-2	-5	0.0	-0.5
Cc1c(NC(=O)c2cc3c(=O)n4ccccc4nc3s2)c(=O)n(-c2ccccc2)n1C	-3	3	-1	93	9	1	2	2	-0.3	1.2
COc1ccc(C(=O)c2ccc(Cl)cc2)c(OC)c1OC	-6	0	14	96	-3	-6	4	1	0.7	1.3
O=C(NCC(c1ccco1)N1CCCCC1)c1ccc([N+](=O)[O-])s1 (stereo not drawn)	-17	-7	-8	95	7	3	4	7	4.4	1.7
Cc1ccc(-c2cn3nc(-c4ccccc4)c(-c4ccccc4)nc3n2)cc1	-3	2	i	187	-13	-6	8	-3	0.5	0.4
CC(=O)c1ccc(NC(=O)c2ccc(C)c(S(=O)(=O)N3CCOCC3)c2)cc1	-7	3	-6	96	7	-10	7	-1	0.0	-2.6
CCN(CC)C(=O)CSc1ccccc1N	-4	5	6	100	3	2	5	-1	-0.5	-0.6
CCC(=O)N(Cc1cc2c(C)cc(C)cc2[nH]c1=O)C1CCCCC1	.	-7	12	94	2	-1	-2	2	0.1	0.5
O=c1[nH][nH]c(=O)n1-c1ccccc1	-2	3	15	93	7	-1	-4	1	0.1	-0.9
CCNC(=O)CC1C(=O)N(c2ccccc2)C(=O)N1CCc1ccc(OC)cc1 (stereo not drawn)	-8	1	-5	100	4	6	0	-1	0.3	-1.9

Some entries already given, reduced to Vif imaging and N-glyco inh:
| compound | Vif imaging | N-glyco inh |
| --- | --- | --- |
| O=C(NCC(c1ccco1)N1CCCCC1)c1ccc([N+](=O)[O-])s1 (stereo not drawn) | -8 | 7 |
| Cc1ccc(-c2cn3nc(-c4ccccc4)c(-c4ccccc4)nc3n2)cc1 | i | -3 |
| CC(=O)c1ccc(NC(=O)c2ccc(C)c(S(=O)(=O)N3CCOCC3)c2)cc1 | -6 | -1 |
| CCN(CC)C(=O)CSc1ccccc1N | 6 | -1 |
| CCC(=O)N(Cc1cc2c(C)cc(C)cc2[nH]c1=O)C1CCCCC1 | 12 | 2 |

The list continues.
SMILES	CaV13 ICDI inh	H9c2 protect	Vif imaging	ABCB6 inh MLPCN	MC4R antag cAMP	PDI turbidity	m5-HT2A agonist	N-glyco inh	aDG glyco act	MC4R ag barr
COc1ccc(OCC(=O)N2CC3(C)CC2CC(C)(C)C3)cc1 (stereo not drawn)	.	1	6	99	-5	6	2	1	-0.2	-1.8
CC(=C/c1ccco1)/C=N/NC(=O)CSc1nnc(SCc2ccc(C)cc2)s1	-15	-12	14	100	8	-16	-5	13	-0.2	20*
CCc1ccccc1NC(=O)CN1CCN(CC(=O)Nc2ccc3c(c2)OC2(CCCCC2)O3)CC1	-5	15	10	88	2	2	3	-1	0.5	-0.1
C/C(=N\N=C\c1ccccc1)c1nnn(-c2nonc2N)c1C	-9	-12	.	87	4	6	-1	.	0.5	3.5
CCOc1ccc(C(C)=O)cc1CN1c2ccc(S(N)(=O)=O)cc2CC1C (stereo not drawn)	-4	0	7	97	2	-2	-3	-2	0.1	-2.4
COC(=O)c1c(C)[nH]c(O)c1C=Nc1ccc(C(C)C)cc1	.	12	-1	115	3	12	13	-2	0.0	1.4
CCOc1ccc(-c2cc(CCCC(=O)NCc3cccnc3)no2)cc1	-5	-19	10	88	-1	.	-5	2	3.1	1.3
Cc1cccc(C(=O)Nc2nnc(-c3ccncc3)o2)c1	-3	3	-1	87	6	5	-6	2	0.1	-2.0
COc1ccc(-n2c(=O)c(CCC(=O)N(C)Cc3cccs3)nc3ccccc32)cc1	-5	1	-3	99	3	-8	8	-5	0.0	-0.6
COc1ccc(CCNC(=O)CSc2ncnc3c2oc2ccccc23)cc1OC	-3	2	9	96	-5	-5	-1	-2	0.1	-1.0

A different layout for some results above.
The line under a structure holds: CaV13 ICDI inh | H9c2 protect | Vif imaging | ABCB6 inh MLPCN | MC4R antag cAMP | PDI turbidity | m5-HT2A agonist | N-glyco inh | aDG glyco act | MC4R ag barr
- CCc1ccccc1NC(=O)CN1CCN(CC(=O)Nc2ccc3c(c2)OC2(CCCCC2)O3)CC1
  -5 | 15 | 10 | 88 | 2 | 2 | 3 | -1 | 0.5 | -0.1
- COc1ccc(CCNC(=O)CSc2ncnc3c2oc2ccccc23)cc1OC
  -3 | 2 | 9 | 96 | -5 | -5 | -1 | -2 | 0.1 | -1.0
- CCOc1ccc(-c2cc(CCCC(=O)NCc3cccnc3)no2)cc1
  -5 | -19 | 10 | 88 | -1 | . | -5 | 2 | 3.1 | 1.3

The listing picks up; the 3 compounds before the break are reprinted first.
SMILES	CaV13 ICDI inh	H9c2 protect	Vif imaging	ABCB6 inh MLPCN	MC4R antag cAMP	PDI turbidity	m5-HT2A agonist	N-glyco inh	aDG glyco act	MC4R ag barr
Cc1cccc(C(=O)Nc2nnc(-c3ccncc3)o2)c1	-3	3	-1	87	6	5	-6	2	0.1	-2.0
COc1ccc(-n2c(=O)c(CCC(=O)N(C)Cc3cccs3)nc3ccccc32)cc1	-5	1	-3	99	3	-8	8	-5	0.0	-0.6
COc1ccc(CCNC(=O)CSc2ncnc3c2oc2ccccc23)cc1OC	-3	2	9	96	-5	-5	-1	-2	0.1	-1.0
CCc1ccc(CNC(=O)CCc2nnc(CCc3ccc(OC)cc3)o2)nc1	-4	5	-10	87	0	-1	-1	2	0.0	-1.6
CN(Cc1cnc2nc(N)nc(N)c2n1)c1ccc(C(=O)N[C@@H](CCC(=O)O)C(=O)O)cc1	-5&-6	3&28	-3&-6	103&100	5&-8	-2&0	1&-3	-9&-5	0.0&0.5	-0.3&0.4
CCn1c2ccccc2c2cc(NC(=O)CSc3nnc(-c4ccccc4)o3)ccc21	-4	0	8	104	1	10	-3	14	1.5	0.4
CC(=O)c1cccc(NC(=O)N2CCCC2C(=O)NCCc2ccccc2)c1 (stereo not drawn)	-5	-6	15	103	18	-2	1	-1	-0.2	-0.1
O=c1cc(-c2ccccc2)nc(Cc2c(Cl)cccc2Cl)[nH]1	-5	8	-1	99	15	0	5	1	-0.1	1.4
COc1cc(C(=S)N2CCOCC2)cc(Br)c1OS(=O)(=O)c1ccccc1	-12	-9	-4	95	-2	-7	0	1	0.0	-1.0
O=C1C=C(O)C(n2cncn2)C(c2cc(F)ccc2F)C1 (stereo not drawn)	7	0	11	100	12	3	0	1	0.0	-0.9
O=C(N1CCOCC1)n1nnc2ccccc21	-3	3	7	99	-6	-4	2	2	0.0	-0.1
COc1ccc(CNC(=O)c2c([S-])n(-c3ccc(C)cc3)c3cccc[n+]23)cc1	-18	-8	6	96	4	-1	-4	-3	0.0	0.2
CC1(C)ON=C(c2ccc(C(F)(F)F)cc2)NC1=O	-9	-1	-4	97	8	-3	-3	-5	-0.1	-0.2
Cc1cc(NC(=O)COc2ccccc2C)no1	4	-3	-10	183	12	-16	-2	-1	-0.5	-1.7
O=C(CSc1nnc(-c2ccc(S(=O)(=O)N3CCCC3)cc2)o1)NCc1ccco1	-5	-1	-5	105	5	-2	0	-1	0.0	-2.0
O=C(O)CC12CC3CC(C1)CC(n1cncn1)(C3)C2	-3	5	1	106	-1	-3	1	-1	-0.3	-0.3
Cc1ccc(-n2cc3c(=O)n(C)c(=O)n(C)c3c2)cc1C	-4	25	1	104	3	12	2	1	-0.1	-0.6
COc1ccc(C2CC(=O)C3=C(C2)Nc2ncnn2C3c2ccccc2)cc1 (stereo not drawn)	0	-5	6	104	8	2	-4	0	0.0	-0.9
COc1ccc(NC(=O)Cn2nnc(-c3ccccc3)c2COc2ccc(C(C)=O)cc2)cn1	-4	-1	-11	80	-9	-3	6	-1	0.1	-0.4
COc1ccc(OC)c(C2CC(c3c(-c4ccccc4)c4cc(Cl)ccc4[nH]c3=O)=NN2S(C)(=O)=O)c1 (stereo not drawn)	.	30	-9	97	20	-13	2	0	0.8	-1.5
O=C(CCS(=O)(=O)c1ccc(Cl)cc1)Nc1nnc(-c2cccs2)o1	-1	5	-3	103	7	-4	-4	-11	1.0	-0.6
COc1ccc(C(=O)N(c2ccc(C)cc2)C2C=CS(=O)(=O)C2)cc1OC (stereo not drawn)	-7	-2	0	103	-2	10	0	3	0.4	-0.1
C#CCOCCOCCOCCNc1nc(N2CCN(C(=O)CCCCCCCCCCNC(=O)[C@H](CCCCN)n3cc(CCO)nn3)CC2)nc(N2CCN(C(=O)CCCCCCCCCCNC(=O)[C@@H]([C@H](C)O)n3cc(C)nn3)CC2)n1	.	7	-2	104	2	4	5	-7	-0.4	0.1
